High-throughput results: PubChem, National Center for Advancing Translational Sciences (NCATS)
L3MBTL1 block: L3MBTL1 (human) inhibition | AlphaScreen L3MBTL1–H3K9me1 peptide binding | 230,000 tested, 0.66% active | Potency, µM (highest dose often 57.1 µM), without a hit: top-dose activity, negative = inhibition, usual class: inhibitors | AID 485360; active = well fitted inhibition curve with a large enough effect; inconclusive = small, poorly fitted or top-dose-only effect; inactive = no such curve, though single readings can be large or run the other way; also: nearly all actives have a fitted effect of over 60% in size
Target sequence (Q9Y468 whole entry, looked up): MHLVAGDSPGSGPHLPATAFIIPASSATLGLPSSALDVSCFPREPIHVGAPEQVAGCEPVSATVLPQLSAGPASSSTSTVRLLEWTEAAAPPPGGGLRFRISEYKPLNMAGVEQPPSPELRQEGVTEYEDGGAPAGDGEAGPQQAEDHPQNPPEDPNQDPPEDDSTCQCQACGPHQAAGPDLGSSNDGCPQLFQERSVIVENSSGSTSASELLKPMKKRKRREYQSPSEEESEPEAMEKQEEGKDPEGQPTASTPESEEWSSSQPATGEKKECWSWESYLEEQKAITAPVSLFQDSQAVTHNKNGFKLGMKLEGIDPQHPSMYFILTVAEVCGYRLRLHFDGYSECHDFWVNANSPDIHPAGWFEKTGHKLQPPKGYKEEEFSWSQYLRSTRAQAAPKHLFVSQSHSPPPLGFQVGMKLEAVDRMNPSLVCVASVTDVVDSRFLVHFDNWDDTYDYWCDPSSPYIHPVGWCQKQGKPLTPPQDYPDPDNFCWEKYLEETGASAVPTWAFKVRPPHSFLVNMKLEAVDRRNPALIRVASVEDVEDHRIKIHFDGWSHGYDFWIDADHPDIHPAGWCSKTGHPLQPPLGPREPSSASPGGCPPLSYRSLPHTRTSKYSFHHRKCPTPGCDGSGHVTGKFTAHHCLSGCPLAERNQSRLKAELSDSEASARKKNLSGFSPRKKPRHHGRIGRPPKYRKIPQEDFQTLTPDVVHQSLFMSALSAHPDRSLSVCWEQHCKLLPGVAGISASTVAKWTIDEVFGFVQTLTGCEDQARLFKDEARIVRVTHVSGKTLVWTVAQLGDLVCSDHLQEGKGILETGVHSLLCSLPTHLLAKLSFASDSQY
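AlphaScreen proximity signal between nickel-chelate acceptor and streptavidin donor beads (final 10 ug/mL) reports binding of 50 nM L3MBTL1 to 75 nM biotin-H3 K9me1 peptide; complex incubated with compounds 30 min at room temperature; cefsulodin titration as control.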
* marks the source's active call; other numbers are inactive results; ? = inconclusive; [ ] = remark or other dose. % is scaled to controls: 0 for no effect and ±100 for the full control effect; potency is read from the fitted curve at half-maximal effect. The list is partial, so the mix of outcomes need not match the whole.

SMILES	L3MBTL1 block
CCOC(=O)c1c(C)[nH]c(C(=O)OCC(=O)Nc2sc(C(=O)N(C)C)c(C)c2C(=O)OCC)c1C	-11.2%
Cc1ccc(CNC(=O)c2cccc3c2C(=O)c2ccc(N4CCCCC4)cc2S3(=O)=O)cc1	12.3%
COc1cc(Br)c(CNc2cc(C)ccc2C)cc1OC	-16.9%
CN(CC(=O)Nc1ccc(F)c(F)c1F)C(=O)CC1CCCCC1	-1.0%
CCC1CCc2sc(C(=O)N(C)CC(=O)Nc3ccc(N4CCOCC4)cc3)cc2C1 (stereo unspecified)	-8.8%
COc1ccc(C)cc1Cn1nnc2ccccc21	5.9%
Cc1ccc(CN2CC(C(=O)N3CC(C)CC(C)C3)CC2=O)cc1 (stereo unspecified)	5.0%
COc1ccccc1NC(=O)COC(=O)c1ccc2c(c1)OCCO2	2.3%
Cn1cccc1C(=O)OCC(=O)c1ccc(Br)s1	-4.6%
Cc1nc(Cc2nnc(SCC(=O)N3CCN(c4ccccc4)CC3)o2)cs1	-0.4%
CCCC(NCC(=O)Nc1cc(S(=O)(=O)N2CCOCC2)ccc1OC)c1ccccc1 (stereo unspecified)	-5.3%
N#CCC(=O)Nc1ccc(C(=O)OCC(=O)c2ccc3c(c2)NC(=O)CO3)cc1	2.7%

Reprinted at random: three entries already listed
SMILES	L3MBTL1 block
COc1cc(Br)c(CNc2cc(C)ccc2C)cc1OC	-16.9%
CCC1CCc2sc(C(=O)N(C)CC(=O)Nc3ccc(N4CCOCC4)cc3)cc2C1 (stereo unspecified)	-8.8%
CCOC(=O)c1c(C)[nH]c(C(=O)OCC(=O)Nc2sc(C(=O)N(C)C)c(C)c2C(=O)OCC)c1C	-11.2%

The listing continues:
SMILES	L3MBTL1 block
CCN(CC)c1nc(N2CCOCC2)nc2ccccc12	13.8%
O=C(COC(=O)C1=NN(c2ccccc2)C(=O)CC1)Nc1ccc([N+](=O)[O-])cc1C(F)(F)F	6.6%
Cc1ccc(F)c(C2=CC(=O)C[C@H](c3ccc(F)cc3)C2)c1	33.3%[activator]
CCc1noc(C)c1C(=O)NCCc1ccc(S(N)(=O)=O)cc1	-1.4%
COc1ccccc1C(=O)NC(=O)COC(=O)c1nc(Cl)ccc1Cl	0.1%
CNC(=O)c1ccsc1NC(=O)CS(=O)(=O)c1ccccc1	11.5%
CCN(C(=O)Cn1cnc2c1c(=O)n(C)c(=O)n2C)C1CCS(=O)(=O)C1 (stereo unspecified)	0.5%
O=C1CCc2cc(S(=O)(=O)NC3CCCCC3)cc3c2N1CC3	?
Cc1ccc(C2(C)NC(=O)N(CC(=O)Nc3ccccc3N3CCCCC3)C2=O)cc1 (stereo unspecified)	-4.4%
CN(C(=O)CSc1ncnc2sc3c(c12)CCC3)C1CCS(=O)(=O)C1 (stereo unspecified)	7.3%
O=C(CNC(=O)c1ccc(Br)o1)Nc1cccc(S(=O)(=O)N2CCOCC2)c1	-0.1%
CN(CC(=O)Nc1ccccc1C(F)(F)F)C(=O)Cn1c(=O)oc2ccccc21	-3.1%
Cc1ccc(C(=O)OCC(=O)NCc2ccc3c(c2)OCO3)cc1S(=O)(=O)N1CCOCC1	-0.2%
N#Cc1ccccc1OCC(=O)OCC(=O)NCc1ccc2c(c1)OCO2	2.4%
O=C(CSc1nc2nn(-c3ccccc3)c(=O)c-2c2n1CCCCC2)c1ccc(O)c(O)c1	8.91µM*
CC1CN(C(=O)c2ccc(-c3ccccc3Cl)o2)CC(C)O1 (stereo unspecified)	-12.7%
CCOc1ccc(C(=O)N2CCN(c3ccccn3)CC2)cc1OCC	-4.4%
Cc1ccc(-n2c(C)nnc2SCC(=O)N(C)c2c(N)n(Cc3ccccc3)c(=O)[nH]c2=O)cc1	0.2%
CCOC(=O)C1CCCN(C(=O)CCc2nc3sc4c(c3c(=O)[nH]2)CCCC4)C1 (stereo unspecified)	1.9%
COc1ccc(CCN2CC(C(=O)OCC(=O)N(C)Cc3ccccc3)CC2=O)cc1OC (stereo unspecified)	-1.9%
O=C(COC(=O)CN1C(=O)c2ccccc2C1=O)Nc1ccccc1[N+](=O)[O-]	-8.8%
Cc1ccccc1NC(=O)COc1coc(CN2CCCc3ccccc32)cc1=O	-7.3%
Cc1cc(S(=O)(=O)Nc2ccc(C(=O)NCc3ccncc3)cc2)ccc1F	-0.3%
O=C(C1CC(=O)N(c2ccccc2F)C1)N1CCOCC1 (stereo unspecified)	3.6%

Structures above that bear a hit mark in L3MBTL1 block:
SMILES	L3MBTL1 block
O=C(CSc1nc2nn(-c3ccccc3)c(=O)c-2c2n1CCCCC2)c1ccc(O)c(O)c1	8.91µM*

New compounds follow.
SMILES	L3MBTL1 block
CCCCn1c(N)c(N(C(=O)CSc2nnnn2-c2ccccc2)C2CCCC2)c(=O)[nH]c1=O	-7.3%
Cc1ccc(OCC(=O)NNC(=O)c2ccc(-n3cncn3)c([N+](=O)[O-])c2)cc1	10.4%
COc1ccccc1NS(=O)(=O)c1ccc(N2CCOCC2)c(N)c1	-5.7%
Nn1c(SCC(=O)Nc2c(Cl)cccc2Cl)nncc1=O	7.3%
COc1ccccc1CNC(=O)COC(=O)CSc1ccc(C)c(C)c1	8.6%
CCOc1ccc(NC(=O)CN(C)C(=O)c2n[nH]c(=O)c3ccccc23)cc1OCC	-6.6%
O=C(c1cccc(S(=O)(=O)N2CCCC2)c1)N1CCCC(C(F)(F)F)C1 (stereo unspecified)	2.9%
CCCOc1ccc(C(=O)CCC(=O)OC(C)C(=O)Nc2ccc(NC(C)=O)cc2)cc1 (stereo unspecified)	-1.1%
CCC(=O)c1ccc(OCC(=O)Nc2nc(C)cs2)cc1	-7.6%
COc1ccccc1N(CC(=O)Nc1ccccc1)S(=O)(=O)c1cccs1	-2.3%
Cc1ccnc(SC2CC(=O)N(c3ccc(F)cc3)C2=O)n1 (stereo unspecified)	1.4%
Fc1ccc2cnc(-c3ccccc3)cc2c1	16.6%

Exported field by field: 3 of the compounds above.
COc1ccccc1CNC(=O)COC(=O)CSc1ccc(C)c(C)c1
  L3MBTL1 block = 8.6%

CCOc1ccc(NC(=O)CN(C)C(=O)c2n[nH]c(=O)c3ccccc23)cc1OCC
  L3MBTL1 block = -6.6%

O=C(c1cccc(S(=O)(=O)N2CCCC2)c1)N1CCCC(C(F)(F)F)C1 (stereo unspecified)
  L3MBTL1 block = 2.9%

(further entries)
SMILES	L3MBTL1 block
O=C(Cn1nc(Cl)nc1Cl)c1ccc(F)cc1	14.3%
O=C(Nc1ccc(C(=O)N2CCC(O)(c3ccc(Cl)c(C(F)(F)F)c3)CC2)cc1)c1ccc(Br)o1	-11.6%
CCOc1cc(N2CCOCC2)c(OCC)cc1NC(=O)CSc1ccccc1C(=O)O	-6.2%
CCCCn1c(N)c(N(CC(C)C)C(=O)c2cc(-c3ccncc3)nc3ccccc23)c(=O)[nH]c1=O	-16.6%
Cc1cc(=O)oc2cc(NC(=O)C(C)N3C(=O)C4CCCCC4C3=O)ccc12 (stereo unspecified)	-3.8%
Cc1cc(C(C)(C)C)ccc1OC(=O)C1=CC=CN2CCS(=O)(=O)N=C12	4.9%
CCCCn1nc(C(=O)NCC2COc3ccccc3O2)c2ccccc2c1=O (stereo unspecified)	9.2%
CC(=O)Nc1cccc(C(=O)NNC(=O)c2n[nH]c(=O)c3ccccc23)c1	6.1%
COc1cccc(NC(=O)c2cccc(S(=O)(=O)N3CCN(Cc4ccccc4)CC3)c2)c1	-2.8%
Cc1ccc2c(=O)n3c(nc2c1)C(Cc1ccc(O)cc1)NC(=O)c1ccc(Cl)cc1-3 (stereo unspecified)	-5.7%
Cn1ccc(NC(=O)c2ccc(Cl)cc2)n1	-2.2%
CC(=O)N1CCN(S(=O)(=O)c2cccc(C(=O)NNC(=O)COc3ccc(F)cc3)c2)CC1	6.2%
COCCN(C(=O)COC(=O)c1cc(C)n(-c2ccccc2)c1C)c1c(N)n(Cc2ccccc2)c(=O)[nH]c1=O	-8.7%
OC[C@H]1O[C@H](OC[C@H]2O[C@H](OC[C@H]3O[C@H](O[C@]4(CO)O[C@H](CO)[C@@H](O)[C@@H]4O)[C@H](O)[C@@H](O)[C@@H]3O)[C@H](O)[C@@H](O)[C@H]2O)[C@H](O)[C@@H](O)[C@H]1O	-2.5%
Cc1cc(NC(=O)C2CCN(C(=O)c3ccco3)CC2)ccc1Br	-3.4%
COc1cccc(C2=CC(=O)CC(C)(C)C2)c1	5.0%
CCCN=C1N(CC)C[C@@H]2[C@@H]3C(=O)N(C)C(=O)[C@@H]3[C@](Cc3ccccc3)(C(=O)OC)N12	-11.0%
O=C(C1CCCN1C(=O)c1cccs1)N1CCN(S(=O)(=O)c2ccc(F)cc2)CC1 (stereo unspecified)	2.7%
CCOC(=O)C1=C(C)Nc2ccccc2N/C1=N\S(=O)(=O)c1cc(C(=O)O)ccc1Cl	-24.7%
Cc1ccc(-c2cc(C(=O)Nc3c(C)n(C)n(-c4ccccc4)c3=O)c3ccccc3n2)cc1	3.1%
COc1ccc(C)cc1NS(=O)(=O)c1ccc(Cl)nc1	1.2%
CC1CC(NS(=O)(=O)c2cc3c4c(c2)CCN4C(=O)CC3)CC(C)(C)C1 (stereo unspecified)	2.9%
C[C@@]12C(=O)Nc3cc(F)c(F)cc3C(=O)N1[C@H]1c3cc(Cl)ccc3OC[C@@H]1[C@@H]2c1ccccc1	1.8%
CCCCn1c(N)c(N(CCC(C)C)C(=O)C2CC(=O)N(CCc3ccc(OC)c(OC)c3)C2)c(=O)[nH]c1=O (stereo unspecified)	5.3%
O=C(COc1ccccc1/C=C1\SC(=S)NC1=O)Nc1ccc(F)cc1	4.6%
Cc1nn(-c2ccccc2)c(C)c1NC(=O)COc1ccc([N+](=O)[O-])cc1	-7.9%
C=CCN(c1ccccc1)S(=O)(=O)c1cccc(C(=O)NC2CCC(O)CC2)c1 (stereo unspecified)	-7.3%
O=Cc1c(NCCN2CCOCC2)c2ccccc2[nH]c1=O	0.2%
Cc1ccc(S(=O)(=O)N2CCCN(C(=O)CNC(=O)c3cccc(C)c3)CC2)cc1	0.3%
Cc1ccc2c(c1)-n1c(nc3cc(F)ccc3c1=O)C(Cc1ccc(O)cc1)NC2=O (stereo unspecified)	2.5%
O=S(=O)(NCC(c1ccco1)N1CCc2ccccc21)c1ccccc1 (stereo unspecified)	?
CC(C)COc1cccc(C(=O)N(C)CC(=O)Nc2cccc3ccccc23)c1	-2.5%
C[C@@H]1COC(=O)[C@@H](CC(=O)OC(C)(C)C)C/C=C\C[C@H](CC(=O)NCCO)C(=O)N1	-0.4%
COc1ccc(NC(=O)CCOc2ccccc2F)cc1S(=O)(=O)N1CCCCC1	-3.7%
Cc1n[nH]c(=O)c2c(NC(=O)CSc3nncs3)oc(C)c12	10.2%
CC1CCN(C(=O)COC(=O)c2ccc(N3CCCC3=O)cc2)CC1	-4.7%
CCCCNc1c(-c2cccc(SC3CCCCC3)c2)nc2ccc(Cl)cn12	6.9%
Cc1noc(C)c1COc1ccccc1C(=O)N1CCN(S(=O)(=O)c2ccccc2C(F)(F)F)CC1	-6.6%
CC1(NC(=O)c2cc(Cl)nc3ccccc23)CCS(=O)(=O)C1 (stereo unspecified)	0.6%
C=CCCO[C@@H]1O[C@@H](C)[C@H](O)C[C@H]1O	-1.7%
Cc1ccc(S(=O)(=O)NCCC(=O)NNC(=O)c2ccccc2Cl)cc1C	4.2%
O=C(NCCS(=O)(=O)NCCCc1ccccc1)c1ccccc1	-2.1%
COc1cccc(NC(=O)[C@@H]2CCCN2S(=O)(=O)c2cccc3cccnc23)c1	-3.2%
COc1ccccc1NC(=O)CSc1nncs1	6.5%
CSc1ncccc1C(=O)OCC(=O)NC1CC1	3.1%
CCOC(=O)c1c(C)[nH]c(C(=O)COC(=O)CCNS(=O)(=O)c2ccc(NC(C)=O)cc2)c1C	-2.9%
Clc1ccc(NCc2ccsc2)cc1	12.6%
COc1cc(C(=O)NNC(=O)CCOc2cccc(Br)c2)cc(OC)c1OC	-8.0%
O=C(Nc1ccc(Cl)cc1F)c1ccc2c(c1)C(=O)N(Cc1ccncc1)C2=O	1.8%
O=C(NCC(c1cccs1)N1CCOCC1)c1cc(Cl)ccc1[N+](=O)[O-] (stereo unspecified)	9.6%
COc1ccccc1C(=O)NCCC(=O)N1CCCCCCC1	6.0%
COc1ccccc1C(=O)NCCC(=O)NC1=NCCS1	-4.4%
O=C(CCCOc1ccc(Br)cc1)Nc1nnc(C2CC2)s1	7.1%
CCOCc1c(C(=O)Nc2ccccc2N2CCN(C)CC2)oc2ccccc12	-13.0%
CCOC(=O)C1(Cc2ccc(Cl)cc2)CCN(C2CCC2)CC1	-0.9%
CC1(C)C(=O)Nc2ccccc2N1C(=O)COC(=O)c1ccc([N+](=O)[O-])o1	?
CCCN(CC(=O)Nc1ccccc1OC)C(=O)c1ccc(S(=O)(=O)Nc2ccccc2)cc1	1.7%
O=S(=O)(c1ccc(Cl)nc1)N1CCOCC1	-0.7%
CCN(CC(=O)Nc1ccc(NC(C)=O)cc1)C(=O)/C=C/c1ccc2c(c1)OCO2	-2.9%
O=C(CCS(=O)(=O)c1ccc(Cl)cc1)N1CCN(c2ccc(F)cc2)CC1	1.9%

Some of the entries above in a different format:
Structure | L3MBTL1 block
COc1ccccc1C(=O)NCCC(=O)N1CCCCCCC1 | 6.0%
O=S(=O)(c1ccc(Cl)nc1)N1CCOCC1 | -0.7%

Next section.
SMILES	L3MBTL1 block
COc1cccc(NC(=O)c2ccccc2F)c1	7.2%
CN(CC(=O)Nc1ccc(F)cc1)C(=O)c1ccc(OCc2ccccc2)cc1	-2.4%
COc1ccc(CCC(C)N2CCc3ccccc3C2)cc1 (stereo unspecified)	6.2%
Nc1ncnc2c1ncn2[C@@H]1O[C@H](CNC(=O)[C@@H]2C[C@H](F)CN2)[C@@H](O)[C@H]1O	-3.5%
